From PubChem
rCAG RNA binder – molecules binding r(CAG) RNA repeats; 370,000 compounds, 1.3% hits; inhibition, % at 3 µM; r(CAG) RNA repeat, TO-PRO-1 dye displacement fluorescence;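 active = inhibition above the plate cutoff, the mean of all test compounds on that plate plus 3 SD, cut at about 35% in these data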;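 also: 0% = DMSO alone and 100% = 100 µM mitoxantrone as full dye displacement; higher means more dye released from RNA so lower well fluorescence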
HTRA1 inhibitor – blocks human HTRA1 serine peptidase | Q92743 | recombinant HTRA1, FP-rhodamine activity-based probe, fluorescence polarization | inhibition, % at 5.96 µM | 340,000 compounds, 0.5% hits; in the data active = inhibition above about 36%;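 also: 0% = enzyme with DMSO and 100% = wells lacking enzyme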
PG9 binder – binds the HIV-1 gp120 antibody PG9. inhibition, % at 6.7 µM. 360,000 compounds, 0.43% hits. TR-FRET gp120-PG9 antibody binding. AID 624416; in the data active = inhibition above about 8.5%
Rev-erbA mod – modulators of human Rev-erb alpha DNA binding | P20393 | Rev-erbα–FITC-DNA binding, fluorescence polarization, 90 min | activity, % at 10 µM | 370,000 compounds, 0.79% hits | AID 1259318;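 active = activity above about 14%, limit read from the data; passing the limit was not always enough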;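 also: 0% = DMSO wells with 35 nM protein and 100% = DMSO wells with 750 nM protein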
Target sequence (P20393 whole entry, looked up): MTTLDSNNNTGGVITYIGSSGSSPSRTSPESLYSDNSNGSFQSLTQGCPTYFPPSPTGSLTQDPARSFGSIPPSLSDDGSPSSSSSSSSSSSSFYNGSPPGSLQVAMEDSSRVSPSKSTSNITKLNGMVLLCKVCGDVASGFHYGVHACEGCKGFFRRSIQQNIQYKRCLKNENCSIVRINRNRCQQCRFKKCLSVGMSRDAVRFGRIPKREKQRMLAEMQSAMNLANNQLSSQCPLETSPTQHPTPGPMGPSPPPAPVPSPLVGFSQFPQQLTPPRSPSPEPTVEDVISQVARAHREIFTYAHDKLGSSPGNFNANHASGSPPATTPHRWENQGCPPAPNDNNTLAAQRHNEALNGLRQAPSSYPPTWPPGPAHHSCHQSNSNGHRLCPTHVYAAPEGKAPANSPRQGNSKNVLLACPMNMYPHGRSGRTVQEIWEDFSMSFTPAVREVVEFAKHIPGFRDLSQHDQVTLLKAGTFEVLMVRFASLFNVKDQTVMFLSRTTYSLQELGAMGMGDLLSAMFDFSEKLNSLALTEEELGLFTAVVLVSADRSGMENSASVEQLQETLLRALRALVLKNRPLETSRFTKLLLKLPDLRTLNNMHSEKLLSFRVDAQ
mABHD4 FP – inhibitors of mouse ABHD4; Q8VD66; purified mABHD4, FP-Rh probe fluorescence polarization; inhibition, % at 8.92 µM; 370,000 compounds, 0.54% hits; AID 720543;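 active = inhibition exceeding the mean over every tested compound plus 3 SD, cut at about 30% in these data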;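 also: 0% = plate median of compound wells and 100% = S159A mutant with DMSO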
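Test system: mABHD4 protein; Read-out basis: % inhibition; Incubation: 45 min + 60 min at 25 °C; Repeats: single replicate; Technique: fluorescence polarization with parallel and perpendicular emission, 525/598 nm; Compound: 8.92 µM, single dose; Benchmarks: full inhibition S159A mutant plus DMSO, zero as sample-well median.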
TCR-CD3 inh – inhibitors of human TCR-CD3 interaction; TAMRA-labeled TCR probe fluorescence, biochemical; inhibition, % at 9.4 µM; AID 651800; 360,000 compounds, 0.37% hits; in the data active = inhibition above about 19%;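 also: recombinant mutant TCR 2C K166C tagged with TAMRA read by polarization; 0% = receptor in buffer alone and 100% = receptor with positive control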
LEDGF integ inh – blocks HIV-1 LEDGF/p75-dependent DNA integration. TR-FRET IN-LEDGF/p75 DNA integration, Eu/Cy5. inhibition, % at 3.7 µM. 370,000 compounds, 0.64% hits. AID 743269;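 active = inhibition above the screen-wide mean plus 3 SD, cut at about 13% in these data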;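 also: signal is the Cy5 over europium emission ratio at 671 and 618 nm; 0% = plate median of compound wells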
UHRF1 MBD2 ctr – human UHRF1 methylated DNA binding inhibitors. Q96T88. UHRF1 binding to methylated oligo, TR-FRET. inhibition, % at 4.4 µM. 370,000 compounds, 0.75% hits; in the data active = inhibition above about 21%;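 also: UHRF1 SRA domain binding a hemimethylated CpG hairpin DNA probe; 0% = median of test compound wells and 100% = reference inhibitor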
MBD2 inh – MBD2-methylated oligo binding inhibition. Q9UBB5. TR-FRET, MBD2 binding to methylated oligonucleotide. inhibition, % at 4.4 µM. 370,000 compounds, 0.31% hits. AID 686964; in the data active = inhibition above about 13%
PRMT1 inh – blocks human protein arginine methyltransferase 1. Q99873. recombinant PRMT1, activity-based probe fluorescence polarization. inhibition, % at 2.79 µM. 370,000 compounds, 1.3% hits. AID 652257;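 active = inhibition above about 21% made by adding two undisclosed values, limit read from the data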
Target sequence (Q99873 whole entry, looked up): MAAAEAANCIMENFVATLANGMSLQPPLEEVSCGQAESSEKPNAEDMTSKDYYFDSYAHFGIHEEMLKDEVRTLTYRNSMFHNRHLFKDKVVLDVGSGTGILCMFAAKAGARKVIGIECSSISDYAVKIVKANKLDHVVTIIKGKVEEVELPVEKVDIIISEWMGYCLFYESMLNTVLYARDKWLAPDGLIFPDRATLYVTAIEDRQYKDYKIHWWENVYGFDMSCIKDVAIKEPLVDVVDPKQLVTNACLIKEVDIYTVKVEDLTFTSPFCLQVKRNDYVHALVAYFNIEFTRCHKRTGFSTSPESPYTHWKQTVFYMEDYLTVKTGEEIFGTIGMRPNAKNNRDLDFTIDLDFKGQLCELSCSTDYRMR
The depositor's hits bear a star; / = not tested or not shown.

SMILES	rCAG RNA binder	HTRA1 inhibitor	PG9 binder	Rev-erbA mod	mABHD4 FP	TCR-CD3 inh	LEDGF integ inh	UHRF1 MBD2 ctr	MBD2 inh	PRMT1 inh
Cn1c(SCc2ccccc2C#N)nnc1-c1ccncc1	7	11	-0.5	-3	3	1	-3	-2	-1	-3
Cc1ccc(N2CC(C(=O)Nc3cccnc3)CC2=O)cc1C (stereo not drawn)	-2	4	0.5	1	-1	-9	7	3	-3	5
COc1ccc(-c2coc3cc(OC)cc(O)c3c2=O)cc1	-2	-6	0.5	0	-1	-4	0	20	4	3
CC(=O)NCCC(=O)N1CCc2c([nH]c3ccccc23)C1c1cccc(C)c1 (stereo not drawn)	1	-3	-1.5	4	-2	-7	-2	-2	-6	1
Cc1cc(C)nc(SCc2ccc(C(=O)NN=C3CCCC3)cc2)n1	1	-71	-3.8	1	-23	-3	-1	1	-5	-2
CCC(C)c1ccc(O)c(NC(=S)NC(=O)c2cccs2)c1 (stereo not drawn)	14	-12	0.4	-7	-16	8	6	-2	0	-2
CC(=O)N1CCCc2cc(S(=O)(=O)Nc3cccc(C)c3C)ccc21	-1	11	-0.8	0	3	2	2	-3	-2	-6
CC(=O)N1CC(C)Oc2ccc(S(=O)(=O)NC(CC(=O)O)c3ccccc3C)cc21 (stereo not drawn)	5	2	0.6	-5	1	5	1	2	-1	3
Cc1cnc(-c2nc3ccccc3n2C(C)C(=O)Nc2c(C)cccc2C)cn1 (stereo not drawn)	2	/	-0.9	-6	-2	-9	2	-1	0	-2
O=C(CCN1C(=O)/C(=C/c2ccccc2Cl)SC1=S)NNC(=O)c1cccnc1	10	1	-1.4	3	-9	5	-1	-5	-2	10
COc1ccc(NC(=O)N2CCC(n3nnc4cc(C)ccc43)CC2)cc1	-5	5	-0.7	1	-2	3	-1	0	-5	2
c1ccc(NCc2nnc3n2CCCCC3)cc1	-2	-5	0.0	5	5	-8	-5	1	1	0
COc1ccc(NC(=O)C(OC(=O)c2ccc([N+](=O)[O-])o2)c2ccccc2)cc1Cl (stereo not drawn)	26	-15	-2.0	-2	-8	-1	-1	4	-1	3
O=C(NNC(=S)Nc1ccc(Cl)cc1)c1ccccc1	5	-5	-3.6	-3	4	1	2	0	1	-2
Cc1cc(C(=O)O[C@@H]2CCC[C@]3(C(=O)N(Cc4ccccc4)c4ccccc43)[C@H]2NC(=O)CCc2ccccc2)no1	7	/	/	7	0	/	-3	10	5	3
Cc1cc(CN(C)C(=O)c2cc(COc3ccc(C)c(C)c3)on2)n[nH]1	-1	-10	-2.1	5	-6	-5	-4	4	3	0
Cc1ccc(C)n1-c1ccc(C(=O)NN)cc1	11	-1	-1.0	-1	-2	2	1	-1	0	-2
COc1cccc(C2[C@H](C)C3(CCN2C)OCCO3)c1 (stereo partly drawn)	-5	4	-3.0	1	-3	-2	-1	-1	1	-3
COc1ccccc1C(=O)NCCC(=O)Nc1cccc(S(=O)(=O)N2CCCC2)c1	0	-4	-2.7	0	2	1	-5	1	5	0
Cc1cc(C)nc(/N=C(\NC(=O)C(C)(C)C)Nc2ccccc2)n1	2	3	0.5	1	0	-8	2	1	4	5

Ordered by the number under Rev-erbA mod (descending): 3 from the list above
mol | HTRA1 inhibitor | PG9 binder | Rev-erbA mod | mABHD4 FP | TCR-CD3 inh | LEDGF integ inh | UHRF1 MBD2 ctr | MBD2 inh | PRMT1 inh
Cc1cc(CN(C)C(=O)c2cc(COc3ccc(C)c(C)c3)on2)n[nH]1 | -10 | -2.1 | 5 | -6 | -5 | -4 | 4 | 3 | 0
CC(=O)NCCC(=O)N1CCc2c([nH]c3ccccc23)C1c1cccc(C)c1 (stereo not drawn) | -3 | -1.5 | 4 | -2 | -7 | -2 | -2 | -6 | 1
Cc1ccc(C)n1-c1ccc(C(=O)NN)cc1 | -1 | -1.0 | -1 | -2 | 2 | 1 | -1 | 0 | -2

Going on with the list.
SMILES	rCAG RNA binder	HTRA1 inhibitor	PG9 binder	Rev-erbA mod	mABHD4 FP	TCR-CD3 inh	LEDGF integ inh	UHRF1 MBD2 ctr	MBD2 inh	PRMT1 inh
CC1(C(=O)NCc2cc(F)cc(C(F)(F)F)c2)C=CC2(CCCCC2)N1C(=O)c1ccccc1 (stereo not drawn)	-5	5	1.0	3	9	1	-1	12	5	-1
NC(=O)C(=O)N/N=C/c1c2ccccc2cc2ccccc12	3	-5	-12	3	-2	9	1	-5	-6	0
Cc1ccc(-n2nc(C)c3c2OC(N)=C(C#N)C3c2ccc(C)o2)cc1 (stereo not drawn)	29	10	-2.5	2	28	-1	9	-7	-5	19
Cc1[nH]c2ccccc2c1C(=O)COc1ccccc1	1	-8	-0.8	0	-5	6	2	3	2	-1
Cn1c2ccc(F)cc2c2nc3ccccc3nc21	1	-5	1.4	0	-5	2	-1	-6	-10	-2
Cn1nccc1-c1coc2c(C(=O)N3CCOCC3)cccc12	2	/	-0.8	0	5	-3	3	1	3	-2
Cc1nn(-c2ccccn2)c2c1-c1nc(N3CCOCC3)ncc1CC2	0	6	-0.2	2	0	0	2	0	10	1
O=C1CCCN1CCCNc1ncnc2c1cnn2-c1ccc(Cl)cc1	2	4	0.6	4	-1	3	3	0	-6	-5
C=CC1=C(C(=O)O)N2C(=O)C(NC(=O)Cc3ccccc3)C2SC1 (stereo not drawn)	8	-9	-0.2	-2	2	0	0	-8	-2	17
COc1ccc(CNC(=O)COc2ccc(S(=O)(=O)N3CCCCC3)cc2)cc1	-5	4	-0.9	-1	6	-3	-1	3	3	-1
CN(C)CC(C(=O)c1ccccc1)c1ccccc1 (stereo not drawn)	1	-3	1.7	0	3	6	-1	2	5	6
O=C(NC(Cc1ccccc1)C(=O)O)/C(=C/c1ccc(Cl)cc1)NC(=O)c1ccco1 (stereo not drawn)	10	8	-1.9	1	6	4	0	2	2	-1
Clc1nc2ccccc2cc1-c1nnn(-c2ccccc2Br)n1	2	-14	0.5	-2	-4	7	1	-1	-6	0
COc1ccc(N2CCN(C(=O)Cn3cnc4c3c(=O)n(C)c(=O)n4C)CC2)cc1	1	-7	-1.3	-1	0	11	-1	-3	0	-2
CCOc1ccc(CC2S/C(=N/N=C/c3ccco3)NC2=O)cc1 (stereo not drawn)	6	5	-1.0	4	7	-2	-1	6	0	1
COc1cccc(-n2nnnc2SCC(=O)c2ccc(NC(C)=O)cc2)c1	-2	-11	-1.4	9	-1	4	-1	5	3	-1
COc1ccc(-c2nnc(SCC(=O)NC3CCCCC3)o2)cc1	0	5	-1.4	-2	-7	1	-1	2	1	3
COc1ccc(-n2c(C)cc(C(=O)Cn3nc(C(=O)O)c4ccccc4c3=O)c2C)cc1	2	-43	-1.7	-6	-20	5	-1	-2	0	-2
CCCCN1C[C@H](C)[C@@H](CC(=O)Nc2ccc(OC)cc2)C1=O	0	4	0.2	1	7	-2	5	-1	8	5
Cc1csc(NC(=O)CN2C(=O)C3CC=CCC3C2=O)n1 (stereo not drawn)	4	1	-0.1	0	0	9	0	-3	4	-4
Cc1ccc(C(=O)COC(=O)CNC(=O)C(c2ccccc2)c2ccccc2)cc1[N+](=O)[O-]	6	-6	1.4	-1	-15	-1	-3	7	11	5
C/C(=N\NC(=O)c1ccco1)c1ccc(NC(=O)C(F)(F)F)cc1	-2	7	-0.3	-1	7	-6	-5	-1	-1	1
O=C(Nc1cccc([N+](=O)[O-])c1)Nn1cnnc1	4	2	-3.1	-5	-10	7	6	2	2	-2
CCC1=C(OC(=O)c2ccccc2)C(C)(C)C(c2ccccc2)OC1=O (stereo not drawn)	-2	5	-1.8	3	6	1	1	9	1	-1
COCCNC(=O)CN(C(=O)c1ccc(N2CCCC2)nc1)c1ccccc1	-1	-12	0.7	0	-2	5	-2	-1	0	0
O=C(NC(=O)c1ccc(F)cc1)Nc1nc(-c2cccs2)cc(C(F)(F)F)n1	5	-4	-0.7	5	-1	3	4	1	-2	-2
COc1ccc(NC(=O)CC(c2ccccc2)c2ccco2)cc1 (stereo not drawn)	6	-13	-2.0	-5	-8	1	-3	7	0	7
CCCS(=O)(=O)Nc1cccc(-c2nc3cccnc3s2)c1	1	1	-1.9	8	-6	10	-1	-1	-3	-4
c1ccc(CSc2nc3ccccc3[nH]2)cc1	4	-8	-0.6	7	-3	4	-1	-3	1	-3
CC(C)(C)c1ccc(OCC(=O)NCCN2CCOCC2)cc1	-6	9	0.3	2	3	-3	-6	-1	2	5
COc1ccc(CCNS(=O)(=O)c2cc3c4c(c2)CCN4C(=O)CC3)cc1OC	-3	11	0.0	-2	9	-10	-2	2	1	1
CNC(=O)C1CC(=O)N(CCc2ccc(OC)c(OC)c2)C(=Nc2ccc(F)cc2)S1 (stereo not drawn)	-3	3	-0.5	-2	8	-4	-3	14	6	3

Of the compounds above, these have a halogen.
SMILES	rCAG RNA binder	HTRA1 inhibitor	PG9 binder	Rev-erbA mod	mABHD4 FP	TCR-CD3 inh	LEDGF integ inh	UHRF1 MBD2 ctr	MBD2 inh	PRMT1 inh
O=C(CCN1C(=O)/C(=C/c2ccccc2Cl)SC1=S)NNC(=O)c1cccnc1	10	1	-1.4	3	-9	5	-1	-5	-2	10
COc1ccc(NC(=O)C(OC(=O)c2ccc([N+](=O)[O-])o2)c2ccccc2)cc1Cl (stereo not drawn)	26	-15	-2.0	-2	-8	-1	-1	4	-1	3
O=C(NNC(=S)Nc1ccc(Cl)cc1)c1ccccc1	5	-5	-3.6	-3	4	1	2	0	1	-2
CC1(C(=O)NCc2cc(F)cc(C(F)(F)F)c2)C=CC2(CCCCC2)N1C(=O)c1ccccc1 (stereo not drawn)	-5	5	1.0	3	9	1	-1	12	5	-1
Cn1c2ccc(F)cc2c2nc3ccccc3nc21	1	-5	1.4	0	-5	2	-1	-6	-10	-2
O=C1CCCN1CCCNc1ncnc2c1cnn2-c1ccc(Cl)cc1	2	4	0.6	4	-1	3	3	0	-6	-5
O=C(NC(Cc1ccccc1)C(=O)O)/C(=C/c1ccc(Cl)cc1)NC(=O)c1ccco1 (stereo not drawn)	10	8	-1.9	1	6	4	0	2	2	-1
Clc1nc2ccccc2cc1-c1nnn(-c2ccccc2Br)n1	2	-14	0.5	-2	-4	7	1	-1	-6	0
C/C(=N\NC(=O)c1ccco1)c1ccc(NC(=O)C(F)(F)F)cc1	-2	7	-0.3	-1	7	-6	-5	-1	-1	1
O=C(NC(=O)c1ccc(F)cc1)Nc1nc(-c2cccs2)cc(C(F)(F)F)n1	5	-4	-0.7	5	-1	3	4	1	-2	-2
CNC(=O)C1CC(=O)N(CCc2ccc(OC)c(OC)c2)C(=Nc2ccc(F)cc2)S1 (stereo not drawn)	-3	3	-0.5	-2	8	-4	-3	14	6	3

An excerpt; the hit share may differ from the screen's.
